FXIIa inh 1536 = inhibitors of human coagulation factor XIIa. inhibition, % at 5 µM. purified FXIIa, Boc-QGR-AMC fluorogenic substrate, 2 h. AID 800. P00748. 220,000 compounds, 0.3% hits; in the data active = inhibition above about 40%;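 note: 0% = enzyme with no compound and 100% = blank without enzyme; many of its hits are not listed in these tables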
KLK5 inh = blocks human kallikrein 5 protease activity. 210,000 compounds, 0.59% hits. recombinant hK5, fluorogenic AMC substrate cleavage. inhibition, % at 5 µM;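 active = inhibition of 40% or more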;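 note: 0% = enzyme controls without compound and 100% = no-enzyme blanks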
Target sequence (Q9Y337 67-293 limits assumed): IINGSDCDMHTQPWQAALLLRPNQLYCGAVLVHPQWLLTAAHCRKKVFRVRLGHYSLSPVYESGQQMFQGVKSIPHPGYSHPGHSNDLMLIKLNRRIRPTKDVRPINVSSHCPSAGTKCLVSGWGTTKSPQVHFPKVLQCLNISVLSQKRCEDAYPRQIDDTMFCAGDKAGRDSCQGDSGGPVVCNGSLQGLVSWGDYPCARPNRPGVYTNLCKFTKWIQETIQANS
Wee1 stabilizer = human Wee1 degradation inhibition, primary screen; P30291; HeLa Luc-Wee1K328M stability, luciferase luminescence; 100% = proteasome inhibitor MG132 effect; reporter increase, % at 5 µM; 220,000 compounds, 1.2% hits;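 active = activation above the mean of all tested compounds plus 3 SD, set per screening run, cut at about 8.8% in these data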;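 note: cells exposed to compound for 20 h before luminescence read; 0% = DMSO alone and 100% = MG132 at 30 µM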
Thrombin inh = inhibitors of human thrombin. alpha-thrombin, Boc-VPR-AMC fluorogenic substrate cleavage. inhibition, % at 5 µM. 220,000 compounds, 0.26% hits. AID 1046;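 active = inhibition at or above 40%; inactive = inhibition below 40%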;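 note: 0% = enzyme with no compound and 100% = wells without enzyme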
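signal = AMC fluorescence, 355/460 nm | material = human alpha-thrombin enzyme | control set = enzyme without compound as high, wells lacking enzyme as low | times = reaction at room temperature | read-out basis = percent inhibition scaled between no-compound controls and no-enzyme blanks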
PERK inhibitor = blocks human PERK kinase. Q9NZJ5. CHO PERK-DD fusion, SEAP luminescence translation reporter. inhibition, % at 5.6 µM. 220,000 compounds, 0.17% hits. AID 1416;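 active = inhibition above the mean inhibition of all tested compounds plus 3 SD, set separately per screening campaign, cut at about 2.9% in these data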;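 note: PERK kinase domain activated by AP20187 dimerizer at 100 nM; 0% = DMSO with dimerizer and 100% = rapamycin at 8.4 µM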
FXIa inh = inhibitors of human coagulation factor XIa | inhibition, % at 5 µM | AID 798 | 220,000 compounds, 0.14% hits | P03951 | purified FXIa, Boc-Glu-Ala-Arg-AMC fluorogenic substrate;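 active = inhibition of at least 40%; inactive = inhibition below 40%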;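 note: fluorescence of freed AMC excited at 355 nm; 0% = enzyme without compound and 100% = no enzyme blank; many of its hits are not listed in these tables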
p97 ATPase inh = inhibitors of human p97 ATPase | P55072 | inhibition, % at 8 µM | AID 1481 | 220,000 compounds, 0.42% hits | recombinant p97 ATPase, Kinase-Glo ATP luminescence, 3 h; in the data active = inhibition above about 15%;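 note: 0% = DMSO vehicle and 100% = wells lacking enzyme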
Furin inh = inhibitors of human furin. 220,000 compounds, 0.061% hits. purified furin, fluorogenic substrate cleavage. P09958. inhibition, % at 30 µM; in the data active = inhibition above about 25%; note: inactives centre near -15
Target sequence (P09958 108-714 limits assumed): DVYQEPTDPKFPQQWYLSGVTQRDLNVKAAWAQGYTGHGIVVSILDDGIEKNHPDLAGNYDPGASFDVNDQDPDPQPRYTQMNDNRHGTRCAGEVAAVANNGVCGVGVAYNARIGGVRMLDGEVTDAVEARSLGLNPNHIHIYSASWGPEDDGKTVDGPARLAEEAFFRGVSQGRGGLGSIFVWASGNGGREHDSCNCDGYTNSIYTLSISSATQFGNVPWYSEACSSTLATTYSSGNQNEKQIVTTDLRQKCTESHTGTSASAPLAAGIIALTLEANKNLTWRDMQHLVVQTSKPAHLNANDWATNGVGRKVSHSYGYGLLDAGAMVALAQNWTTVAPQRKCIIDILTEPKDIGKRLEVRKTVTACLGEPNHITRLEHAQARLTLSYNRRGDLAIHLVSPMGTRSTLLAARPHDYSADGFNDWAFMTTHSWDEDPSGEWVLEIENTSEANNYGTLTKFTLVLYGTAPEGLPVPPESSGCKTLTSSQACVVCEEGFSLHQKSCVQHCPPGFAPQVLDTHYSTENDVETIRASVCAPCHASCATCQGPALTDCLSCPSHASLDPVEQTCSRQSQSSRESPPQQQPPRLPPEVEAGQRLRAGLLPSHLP
Cl transport mod = KCC2 (human) Cl- transport modulation. Q9H2X9. KCC2 cells, thallium flux FluoZin-2 fluorescence. B-score of Tl+ flux slope (higher = more flux/activation; lower = inhibition) at 10 µM. 190,000 compounds, 2.2% hits;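 active = thallium flux slope and its plate-corrected score both differing from the plate sample mean at a set confidence after two filtering rounds, in either direction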;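 note: slope of fluorescence scaled to starting intensity during 10 to 20 s after thallium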
Starred values were filed as active, the others as inactive; · = no result given; [ ] = dose if it differs, or a comment.

(1) O=C(CNC1CCCCC1)NN=C(c1ccccc1)c1ccccc1
(2) COC(=O)c1ccc(NC(=O)C2C3C=CC(O3)C2C(=O)O)cc1 (stereo unspecified)
(3) CCOC(=O)N1CCN(CC(=O)N2c3ccccc3CCc3ccccc32)CC1
(4) CC(C)(C)c1ccc(N2C(=N)SCC2=O)cc1
(5) CC(=O)Nc1ccc(NC(=O)CCCSc2nc3ccccc3s2)cc1
(6) CC(C)CCN(C(=O)COc1ccc(C#N)cc1)c1c(N)n(Cc2ccccc2)c(=O)[nH]c1=O
screen / no. | 1 | 2 | 3 | 4 | 5 | 6
FXIIa inh 1536 | 5 | -14 | 7 | 6 | 11 | 6
KLK5 inh | -4 | 0 | -1 | 0 | -3 | ·
Wee1 stabilizer | -1 | -2 | -2 | 2 | -4 | 5
Thrombin inh | · | -13 | -6 | 0 | -4 | -2
PERK inhibitor | -0.5 | 0.0 | -0.1 | 1.6 | 1.2 | 1.8
FXIa inh | -2 | -8 | 6 | 1 | 1 | 1
p97 ATPase inh | -5 | 3 | -3 | -1 | 6 | 9
Furin inh | -28 | -15[20 µM] | -21 | -22 | -21 | -18
Cl transport mod | 0.023 | 1.4 | -2.2 | -0.24 | -0.47 | -0.14

(7) O=C(O)C(Cc1ccccc1)n1cnnn1 (stereo unspecified)
(8) Cc1cc(NC(=O)CSc2nc3c(cc2C#N)CCCC3)no1
(9) O=C(CCCN1C(=O)c2cccc3cccc(c23)C1=O)N1CCN(c2ccccn2)CC1
(10) CNC(=O)[C@@]1(C)C=C[C@@H](Cc2ccccc2)N1C(=O)OC
(11) O=C(Nc1ccccc1N1CCOCC1)c1csc2c1CCCC2
(12) CCOC(=O)Cn1ccc(O)c(Cc2ccc(Cl)cc2Cl)c1=O
screen / no. | 7 | 8 | 9 | 10 | 11 | 12
FXIIa inh 1536 | 19 | 12 | 7 | 10 | 5 | 12
KLK5 inh | -7 | -16 | 28 | -4 | 0 | 4
Wee1 stabilizer | -3 | -1 | -1 | -3 | -1 | -2
Thrombin inh | 4 | -1 | 25 | -1 | -1 | 2
PERK inhibitor | 0.7 | -0.3 | -1.4 | 1.1 | -0.4 | 1.3
FXIa inh | 4 | 6 | 4 | 5 | 1 | 3
p97 ATPase inh | 2 | -4 | -12 | -3 | -1 | 8
Furin inh | -20 | -14 | -5 | -9 | -19 | -8[20 µM]
Cl transport mod | 0.14 | 0.071 | -1.8 | 0.48 | -0.46 | -0.84

Random excerpt: three entries already listed, in no set order.
(12) CCOC(=O)Cn1ccc(O)c(Cc2ccc(Cl)cc2Cl)c1=O
(11) O=C(Nc1ccccc1N1CCOCC1)c1csc2c1CCCC2
(10) CNC(=O)[C@@]1(C)C=C[C@@H](Cc2ccccc2)N1C(=O)OC
screen / no. | 12 | 11 | 10
FXIIa inh 1536 | 12 | 5 | 10
KLK5 inh | 4 | 0 | -4
Wee1 stabilizer | -2 | -1 | -3
Thrombin inh | 2 | -1 | -1
PERK inhibitor | 1.3 | -0.4 | 1.1
FXIa inh | 3 | 1 | 5
p97 ATPase inh | 8 | -1 | -3
Furin inh | -8[20 µM] | -19 | -9
Cl transport mod | -0.84 | -0.46 | 0.48

(cont.)
(13) O=C(/C=C/c1ccc(F)cc1)c1ccc(N2CCOCC2)cc1
(14) Nc1ccnn1Cc1ccncc1
(15) Cc1nc(SCC(=O)c2ccccc2)c(C#N)c(-c2ccco2)c1C(=O)NCc1ccco1
(16) COC(=O)c1cccc(NC(=O)c2ccccc2)c1
(17) Cc1cc(Cl)ccc1OCC(=O)NCc1ccncc1
(18) CCN(CC)C(=O)c1c(C)nc2ccccn12
screen / no. | 13 | 14 | 15 | 16 | 17 | 18
FXIIa inh 1536 | 1 | 2 | 1 | 5 | 13 | 14
KLK5 inh | -6 | -4 | -7 | -9 | 4 | -16
Wee1 stabilizer | -2 | 0 | 4 | 3 | -2 | -2
Thrombin inh | -6 | -1 | -5 | -8 | 2 | 0
PERK inhibitor | -0.6 | 1.2 | 0.4 | 0.5 | 0.5 | 0.3
FXIa inh | -4 | -5 | -5 | 2 | 2 | 3
p97 ATPase inh | -2 | 6 | 4 | -4 | 2 | 2
Furin inh | -16 | -4 | -17 | -7 | -16[20 µM] | -13[20 µM]
Cl transport mod | 0.93 | 0.18 | -0.17 | 0.44 | 0.26 | -0.19

(19) Nc1nccnc1C(=O)OCC(=O)Nc1cccc(S(=O)(=O)N2CCCCC2)c1
(20) Cc1ccc(C(=O)c2ccccc2C(=O)OCC(=O)NC(=O)NC(C)(C)C)cc1
(21) COCC(=O)Nc1ccccc1-c1ccccc1
(22) Cc1nonc1NC(=O)CSc1nc(C2CCCCC2)nc2ccccc12
(23) CCOC(=O)c1c(C)[nH]c2c1-c1ccccc1C(=O)C2=O
(24) CC(=O)NS(=O)(=O)c1ccc(NC(=O)CCC2CCCC2)cc1
screen / no. | 19 | 20 | 21 | 22 | 23 | 24
FXIIa inh 1536 | 6 | 6 | 30 | 8 | 2 | -8
KLK5 inh | -8 | -1 | 13 | -7 | -5 | 21
Wee1 stabilizer | 1 | -2 | -2 | -3 | -2 | 1
Thrombin inh | -8 | -3 | 34 | -3 | -2 | -7
PERK inhibitor | 0.1 | 0.6 | 0.7 | -0.7 | 1.0 | 0.9
FXIa inh | 5 | -2 | 45* | -3 | 4 | -5
p97 ATPase inh | -5 | 0 | -4 | 2 | 11 | 2
Furin inh | -48 | -23 | -19 | -21 | -6 | -16[20 µM]
Cl transport mod | -1.1 | 0.24 | -0.24 | -6.1* | -0.6 | 0.27

(25) CCOC(=O)CSc1nnc(CNC(=O)c2cccs2)n1CCc1ccccc1
(26) COc1ccc(NC(=O)CC2Sc3ncnn3C2=O)cc1 (stereo unspecified)
(27) Cc1noc(NS(=O)(=O)c2ccc(N/C=C\C(=O)c3ccccc3)cc2)c1C
(28) O=C(NCc1cccs1)C12CC3CC(CC(C3)C1)C2
(29) CCC(=O)c1cc2c(C)cc(=O)oc2c(C)c1OC
(30) COc1ccccc1NC(=O)COc1ccc(C(=O)OCC(=O)N(C(C)C)C(C)C)cc1OC
screen / no. | 25 | 26 | 27 | 28 | 29 | 30
FXIIa inh 1536 | 13 | 28 | 6 | 4 | 17 | 8
KLK5 inh | -6 | -3 | -4 | -8 | -2 | -7
Wee1 stabilizer | 2 | -1 | 6 | -2 | -1 | 1
Thrombin inh | 2 | -1 | -3 | -7 | 2 | -3
PERK inhibitor | -0.3 | 1.2 | 0.3 | 0.6 | 1.8 | -1.9
FXIa inh | 6 | 5 | -1 | -4 | 6 | -2
p97 ATPase inh | -1 | 7 | 0 | 3 | 2 | -7
Furin inh | -34 | -13 | -12 | -25 | -8[20 µM] | -8[20 µM]
Cl transport mod | · | 0.9 | -0.27 | -2.1 | -0.99 | 0.51

(31) COc1ccc(C2C(C(=O)c3ccc(C)o3)=C(O)C(=O)N2c2cc(C)on2)cc1OC (stereo unspecified)
(32) COc1ccccc1-c1nnc(Sc2nc([N+](=O)[O-])nn2C)o1
(33) Cc1cc(NC(=O)CN2CCN(C)CC2)no1
(34) COCC1CCCN(C(=O)c2ccc(OC3CCN(Cc4ccccn4)CC3)cc2)C1 (stereo unspecified)
(35) CCn1c(SCC(=O)NC2CCCc3ccccc32)nnc1-c1ccncc1 (stereo unspecified)
(36) O=S(=O)(Nc1nc2ccccc2nc1NCc1ccco1)c1ccccc1
screen / no. | 31 | 32 | 33 | 34 | 35 | 36
FXIIa inh 1536 | 14 | -31 | 23 | 10 | 11 | -10
KLK5 inh | 0 | -19 | 37 | 2 | -4 | 5
Wee1 stabilizer | -4 | 2 | 2 | 5 | 7 | 3
Thrombin inh | 0 | -11 | 14 | -7 | 1 | -7
PERK inhibitor | 1.8 | 2.1 | 0.0 | 0.3 | 0.5 | 2.1
FXIa inh | -1 | -17 | 30 | 8 | 5 | -3
p97 ATPase inh | 8 | 16* | -6 | 2 | 7 | 2
Furin inh | -8 | -11[20 µM] | -1 | -32 | -32 | -3
Cl transport mod | -0.8 | · | 0.24 | 0.46 | 0.52 | -1.8

(37) COc1cc2c(cc1OC)C(c1ccc(-c3cc(Cl)ccc3Cl)o1)=NCC2
(38) CCC(CC)C(=O)NCCc1cc2ccc(OC)cc2[nH]c1=O
(39) CC(=O)c1cccc(NC(=O)COC(=O)COc2ccccc2C)c1
(40) CC(C)OC(=O)c1c2nc3ccccc3nc2n2c1[nH]c(=O)c1ccccc12
(41) COC(=O)C(CCSC)NC(=O)c1cccc([N+](=O)[O-])c1 (stereo unspecified)
(42) Cc1cc(NC(=O)c2sccc2C)n(-c2nc3ccccc3[nH]2)n1
screen / no. | 37 | 38 | 39 | 40 | 41 | 42
FXIIa inh 1536 | 5 | 16 | 11 | 14 | 8 | 5
KLK5 inh | -9 | -7 | 0 | -45 | 14 | ·
Wee1 stabilizer | -1 | 0 | -1 | -2 | -2 | 3
Thrombin inh | -6 | 4 | -3 | -2 | 1 | -2
PERK inhibitor | -0.7 | -0.5 | 1.4 | 0.5 | 0.3 | 0.9
FXIa inh | -9 | 3 | 0 | 5 | 21 | 1
p97 ATPase inh | 1 | 2 | -2 | -1 | -8 | 5
Furin inh | 3[20 µM] | -19 | -11 | 1[20 µM] | -14 | -10
Cl transport mod | 0.0041 | 0.9 | 0.15 | 125* | · | 2.2

(43) CN1CCN(C(=S)Nc2ccc([N+](=O)[O-])cc2)CC1
(44) Cc1c(CCOC(=O)CC23CC4CC(CC(C4)C2)C3)sc[n+]1CC(=O)c1ccc(Br)cc1
(45) COc1ccc(-c2[nH]ncc2CN(Cc2nccn2C)C(C)C)c(F)c1
(46) O=C(c1ccc(COc2ccccc2[N+](=O)[O-])o1)N1CCCCCC1
(47) Cn1c(=O)n(C)c2cc(C(=O)O)ccc21
(48) CCOC(=O)c1c(C)n(C)c2cc(Br)c(OC)cc12
screen / no. | 43 | 44 | 45 | 46 | 47 | 48
FXIIa inh 1536 | 1 | 23 | 2 | 10 | 10 | 10
KLK5 inh | 1 | -25 | -1 | -14 | -1 | 3
Wee1 stabilizer | -1 | -3 | -2 | -1 | -1 | 2
Thrombin inh | 1 | 4 | -8 | -10 | 0 | -8
PERK inhibitor | 0.6 | -0.4 | -0.2 | -1.1 | 0.1 | -0.1
FXIa inh | 5 | 7 | -3 | -2 | -1 | 20
p97 ATPase inh | -5 | -3 | 4 | 0 | -1 | -6
Furin inh | -18 | -8[20 µM] | -30 | -19[20 µM] | -9[20 µM] | -15
Cl transport mod | 0.47 | 0.86 | 0.8 | -2.8 | -0.0064 | -0.047

(49) COc1ccc(N2C(=O)CCC(C(=O)N3CCCCCC3)C2c2ccc(OC)c(OC)c2)cc1 (stereo unspecified)
(50) COCc1[nH]nc2c1C(c1ccccc1F)C(C#N)=C(N)O2 (stereo unspecified)
(51) CCN(CC)CCN1C2=C(C(=O)CC(C)(C)C2)C(c2cccc(F)c2)C2=C1CC(C)(C)CC2=O
(52) Cc1[nH]n(-c2ccccc2)c(=O)c1CCOC(=O)c1ccc(C(F)(F)F)cc1
(53) Cn1c(=O)n(C)c2cc([N+](=O)[O-])c(N3CCN(S(=O)(=O)c4ccccc4)CC3)cc21
(54) O=C(N=Nc1c(O)[nH]c2ccc(F)cc12)C1COc2ccccc2O1 (stereo unspecified)
screen / no. | 49 | 50 | 51 | 52 | 53 | 54
FXIIa inh 1536 | 18 | 12 | 5 | 9 | 8 | 3
KLK5 inh | -3 | -23 | 4 | -25 | -3 | 0
Wee1 stabilizer | 3 | -2 | 1 | 3 | 0 | 0
Thrombin inh | 3 | 1 | -18 | -4 | 3 | -6
PERK inhibitor | 0.3 | 0.6 | 0.4 | 1.1 | 0.2 | -0.4
FXIa inh | 4 | 0 | -5 | -2 | 4 | -2
p97 ATPase inh | -4 | 6 | 1 | 2 | -4 | 1
Furin inh | -8 | -13 | -38 | -8[20 µM] | -2 | -21
Cl transport mod | · | -0.9 | · | · | 0.67 | 0

Screening results from PubChem.

Compounds as they come; any-hit rate near 4.4%.
